Screening data from PubChem BioAssay.
EP2 modulator – EP2 receptor modulators, cAMP readout, primary screen, cell-based, HTRF cAMP, PGE2 stimulation | Prostaglandin E2 receptor EP2 subtype (Homo sapiens), P43116 | EP2-expressing cells, cAMP HTRF FRET, PGE2 co-stimulation | induction, % at 25 µM | 260,000 compounds, 0.83% hits;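 active = compounds whose cAMP rise, as percent of the full-agonist control response, exceeds 60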;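 note: rat C6 glioma line stably carrying human EP2 under a CMV promoter; the protocol text gives 20 µM as final concentration; 100% = response of wells given 1 µM PGE2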
Target sequence (P43116 whole entry, looked up): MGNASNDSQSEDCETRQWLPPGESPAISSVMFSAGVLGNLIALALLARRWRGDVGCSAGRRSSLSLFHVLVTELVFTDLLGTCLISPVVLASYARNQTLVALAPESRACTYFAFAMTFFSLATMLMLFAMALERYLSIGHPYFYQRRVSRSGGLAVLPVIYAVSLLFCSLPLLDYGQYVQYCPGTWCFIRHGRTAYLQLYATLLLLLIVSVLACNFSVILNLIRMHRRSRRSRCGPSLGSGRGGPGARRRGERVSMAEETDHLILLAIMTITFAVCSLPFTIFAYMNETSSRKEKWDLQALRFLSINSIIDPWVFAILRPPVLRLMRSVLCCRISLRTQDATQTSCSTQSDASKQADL
Numbers without * were called inactive.

SMILES	EP2 modulator
CCC1CCCCN1C(=O)Cn1nc(C)n2c(cc3sc(C)cc32)c1=O (stereo unspecified)	-17
C=CCn1c2cc(C)sc2c2cnn(Cn3nnc4ccccc43)c(=O)c21	-4
Cc1ccc(C2(C(=O)N[C@H](Cn3nc(C4CC4)ccc3=O)C(C)C)CCCC2)cc1	6
CC1CCN(C(=O)[C@H]2C[C@@H](c3ccc(F)cc3)NS(=O)(=O)N2C)CC1	-49
O=C(O)C1Cc2c([nH]c3ccccc23)C23CCN(CC2)CC(=O)N13 (stereo unspecified)	-4
CCc1cc(NCCc2ccncc2)n2nc3nc(C)cc(C)c3c2n1	-71
C=CCn1c2cc(C)sc2c2cnn(CC(=O)N3CCOCC3)c(=O)c21	-69
CCN(CC)CCNC(=O)Cn1ncc2c3oc(C)cc3n(C(C)C)c2c1=O	-13
CCn1c(C(CC(C)C)NC(=O)Cc2ccc(OC)cc2)nc2cccnc21 (stereo unspecified)	-1
CN(C)c1cccc(C(=O)N2CCCC(n3nc(-c4cccs4)ccc3=O)C2)c1 (stereo unspecified)	-12
CCCc1nn(CC(=O)NC2CCCC2)c(=O)c2cc3ccsc3n12	6
Cc1ccsc1-c1nc2cnccn2c1NC1CCCC1	-82
CCn1ncc2c3sc(C)cc3n(Cc3cccc(OC)c3)c2c1=O	30
Cc1nn(CC(=O)NC(c2ccccc2)c2ccccc2)c(=O)c2cc3sccc3n12	-34
Cc1nn(CC(=O)N2CCN(c3ccc(F)cc3)CC2)c(=O)c2cc3ccsc3n12	-16
Cc1sc2nc(C3CC3)n3c(=O)n(CC(=O)NC4CCCCC4)nc3c2c1C	-1
CN1[C@@H](C(=O)NCC23CC4CC(CC(C4)C2)C3)C[C@@H](c2ccco2)NS1(=O)=O	-58
O=c1[nH]nc(-c2cc3c(s2)CCCC3)o1	33
COc1ccc(C2=NN(CC(=O)N(C)C)C(=O)c3cc4sccc4n3C2)cc1	-2
O=C(O)[C@H]1CN(C(=O)c2cccnc2)C[C@@H]1c1ccc(F)cc1	-19
CCn1c2cc(C)oc2c2cnn(CC(=O)NCc3ccco3)c(=O)c21	-28
Cc1noc(C)c1CCC(=O)N1CCC(C(=O)c2nc3ccccc3s2)CC1	-16
Fc1cccc(-c2nc3cnccn3c2NC2CCCC2)c1	-73
Cc1sc2nc(C(C)C)n3c(=O)n(CC(=O)N4CCOCC4)nc3c2c1C	-32
CCn1nc(CC(=O)N2CCCCC2c2nc3ccccc3[nH]2)c2ccccc2c1=O (stereo unspecified)	-27
More records
SMILES	EP2 modulator
NC(=O)c1nc(-c2ccccn2)nc2c1[nH]c(=O)n2Cc1ccccc1	8
CCc1nn(CC(=O)NCc2ccncc2)c(=O)c2cc3ccsc3n12	-8
O=C(C1CC1)N1CCCC1c1nc(-c2ccc(F)cc2)n[nH]1 (stereo unspecified)	-9
Cc1nc2sc3c(c2c2nn(CC(=O)N(C)C)c(=O)n12)CCC(C)C3 (stereo unspecified)	-7
Cc1cc2c(cc3c(=O)n(CC(=O)N(C)CCc4ccccn4)nc(C)n32)s1	-23
COc1ccc(-n2nnc(C(C)=O)c2NCc2cccc(OC)c2)cc1	-86
CCn1nc(C)c(CCC(=O)N2CCCC(n3nc(-c4ccco4)ccc3=O)C2)c1C (stereo unspecified)	-27
O=C(c1ccc(CN2CCCCC2)o1)N1CCCCC1c1nc2ccccc2[nH]1 (stereo unspecified)	2
COc1ccccc1CNC(=O)Cn1nc(C)n2c(cc3sccc32)c1=O	-37
Cc1cc2c(cc3c(=O)n(CC(=O)NC4CCCC4)nc(C)n32)s1	10
Cn1ccnc1C1(O)CCN(C(=O)CC2CCCCC2)CC1	-55
COc1cccc(CN2CCN(C(=O)c3cc(C)[nH]c3C)[C@@H](C)C2)c1	-17
O=C(CCn1c(=O)oc2ccccc21)N1CCCC(c2ncncc2-c2ccncc2)C1 (stereo unspecified)	-33
O=C(Cc1c(F)cccc1Cl)N1CCn2c(CO)nnc2C1	6
COc1cc(CN2CCc3c(nc(N4CCCCC4)[nH]c3=O)C2)ccc1O	-8
CS(=O)(=O)N1CCC(Cn2nc(-c3ccccc3)ccc2=O)CC1	4
COc1cc(CN2CCc3c(nc(N4CC(C)OC(C)C4)[nH]c3=O)C2)cc(OC)c1 (stereo unspecified)	-10
C=CCNC(=O)[C@H]1C[C@@H](c2ccc(OC)c(OC)c2)NS(=O)(=O)N1C	0
CC(C)(C)OC(=O)N1CCC[C@@H](C(=O)c2cccnc2)C1	-9
O=C(c1cscn1)N1CCC(c2ccnc3nc(C(F)(F)F)nn23)CC1	-23
CN(C)c1ccc(C(=O)N2CCCC(n3nc(-c4cccs4)ccc3=O)C2)cc1 (stereo unspecified)	-19
CC(C)n1c(=O)n(CC(=O)N2CCNC(=O)C2(C)C)c2cccnc21	-8
CC1CCN(c2nc3c(c(=O)[nH]2)CCN(Cc2cnc(N(C)C)nc2)C3)CC1	-20
O=C(c1nccs1)C1CCN(C(=O)c2ccccc2F)CC1	-54
Cc1cc(-c2cncnc2C2CCCN(C(=O)CCc3ccc(C)o3)C2)on1 (stereo unspecified)	-24
More compounds follow:
SMILES	EP2 modulator
COc1ccc(-c2ccc(=O)n(C[C@H](C)NC(=O)c3ccncc3)n2)cc1	-22
O=C(Cc1ccccc1F)N1CCC(Cn2nc(-c3ccco3)ccc2=O)CC1	-13
Cc1nc2cc(C(=O)NC3(c4ccc5c(c4)OCO5)CCCC3)ccc2s1	-10
O=C(CN1CCn2cnnc2C1)N1CCc2ccccc21	-11
CCc1nn(CC(=O)N2CCc3ccccc3C2)c(=O)c2cc3ccsc3n12	9
Cc1cc(C(C)(C)C)oc1C(=O)N1CCC(C(=O)c2nccs2)CC1	-33
CCn1c(CN2CCCC(c3nc(-c4cccnc4)n[nH]3)C2)nc2ccccc21 (stereo unspecified)	-4
Cc1nn2c(NCCN3CCOCC3)c3c(nc2c1-c1cccs1)CCC3	-35
O=C(NCc1ccc(F)cc1)[C@H]1C=CCN1C(=O)Nc1ccc(F)cc1	-28
CC(C)(C)NC(=O)Cn1c(=O)n(Cc2cccs2)c2ncccc21	0
COc1ccccc1CN1CCc2c(nc(N3CCCCC3C)[nH]c2=O)C1 (stereo unspecified)	-38
Cc1ccc2c(c1)C(=O)CC1(CCN(C(=O)c3ccc4c(c3)OCO4)CC1)O2	-14
Cc1cc2cc3c(cc2n2c(=O)n(CCN4CCCC4)nc12)OCO3	-10
CCn1c(N2CCC(C(=O)NCCCO)CC2)nc2ccccc21	-28
O=C(c1ccc(Cl)c(Cl)c1)N1CCC(O)(c2ccccn2)CC1	-43
COc1ccc(-c2nn(Cc3cccnc3)c(=O)o2)c2ccccc12	-25
C=CCn1c2cc(C)sc2c2cnn(Cc3nccc(OC)c3OC)c(=O)c21	-13
O=C(Cn1c(=O)n(Cc2ccco2)c2ncccc21)Nc1ccccn1	-7
Cc1ncc(-c2ccncc2)c(C2CCN(C(=O)Cc3ccc(F)cc3)CC2)n1	-35
CS(=O)(=O)c1cncnc1C1CCCN(CC(=O)N2CCOCC2)C1 (stereo unspecified)	8
CC(C)n1cc(NC(=O)[C@H]2C[C@@H](c3ccc(F)cc3)NS(=O)(=O)N2C)cn1	-6
Cc1cc2c(cc3c(=O)n(CC(=O)NCCCN4CCC(C)CC4)nc(C)n32)s1	-18
CCc1nn(CC(=O)N(Cc2ccccn2)C2CC2)c(=O)c2cc3sccc3n12	-78
Cn1c(N2CCC(C(=O)NCCCO)CC2)nc2ccccc21	-17
O=C(CCc1ccccc1)N1CCC(Cn2nc(-c3ccco3)ccc2=O)CC1	-50

A different layout for some results above:
Compound: C=CCn1c2cc(C)sc2c2cnn(CC(=O)N3CCOCC3)c(=O)c21
  EP2 modulator = -69

Compound: CCN(CC)CCNC(=O)Cn1ncc2c3oc(C)cc3n(C(C)C)c2c1=O
  EP2 modulator = -13

Compound: CCn1c(C(CC(C)C)NC(=O)Cc2ccc(OC)cc2)nc2cccnc21 (stereo unspecified)
  EP2 modulator = -1

Compound: CN(C)c1cccc(C(=O)N2CCCC(n3nc(-c4cccs4)ccc3=O)C2)c1 (stereo unspecified)
  EP2 modulator = -12

More compounds follow:
SMILES	EP2 modulator
CCc1nn(CC(=O)NCCCn2ccc(C)n2)c(=O)c2cc3sc(C)cc3n12	1
CC(C)[C@@H](Cn1nc(-c2ccc(F)c(F)c2)ccc1=O)NC(=O)c1cnccn1	-26
COc1cc(CC(=O)N2CCC(O)(c3ccccn3)CC2)cc(OC)c1OC	-3
COc1ccc(CC(=O)N2CCC(C(=O)c3nc4ccccc4s3)CC2)cc1OC	-60
COc1ccnc(Cn2nc3c(C)cc4cc(C)cc(C)c4n3c2=O)c1OC	-6
Cc1sc2nc(C3CC3)n3c(=O)n(CC(N)=O)nc3c2c1C	-5
COCC(=O)N1CCOc2nc3c(C)c(C)ccc3cc2C1	-25
COc1ccc(-c2nc(NC(=O)c3ncoc3-c3cccs3)sc2C)cc1	-32
O=C1CN(C(=O)CCC(=O)N2C3CCC2CC(c2ccc(F)cc2)C3)c2ccccc2N1 (stereo unspecified)	-17
O=C1COc2nc3cc4c(cc3cc2CN1C1CCCC1)OCO4	-12
Cc1cc2c(s1)c1cnn(Cc3ccncc3)c(=O)c1n2C	-5
O=C(Cn1nc2c3ccccc3nc(C3CC3)n2c1=O)N1CCCC1	9
CCOCCCNc1cc(CC)nc2c3c(C)cc(C)nc3nn12	-24
C=CCNc1cc(C)nc2c(-c3ccc(OC)cc3)c(C)nn12	-37
CN1[C@@H](C(=O)NCc2ccccn2)C[C@@H](c2ccc(F)cc2)NS1(=O)=O	-11
OC1c2cc(-c3ccccc3)cnc2Sc2nc(-c3ccncc3)nn21 (stereo unspecified)	-84
O=C(c1cccs1)N1CCC[C@H]1Cn1nc(-c2ccc3c(c2)OCO3)ccc1=O	-31
O=C(c1ccc(Cn2cccn2)o1)N1CCC2(CC1)Nc1ccccc1-n1cccc12	-41
Cc1cccc(CN2CCc3c(nc(N4CC(C)OC(C)C4)[nH]c3=O)C2)c1 (stereo unspecified)	-14
CC(=O)N1CCN(c2c3c(nc4c(-c5cccs5)c(C)nn24)CCC3)CC1	-8
CS(=O)(=O)c1cncnc1C1CCCN(C(=O)Cc2cccc(Cl)c2)C1 (stereo unspecified)	-76
CC(C)[C@@H](Cn1nnc2ccccc21)NC(=O)CN1CCCC1=O	-50
CC[C@H](Cn1nc(-c2ccc(F)c(F)c2)ccc1=O)NC(=O)c1ccc2c(c1)OCCO2	-18
COc1ccc(-c2ccc(=O)n(CC3CCN(C(=O)N4CCOCC4)CC3)n2)cc1OC	31
COc1cccc(CN2CCN(Cc3ccccn3)[C@@H](C)C2)c1	23
New compounds follow:
SMILES	EP2 modulator
Cn1c(N2CCCC(C(=O)NCc3cccs3)C2)nc2ccccc21 (stereo unspecified)	-51
CCc1cc(NCc2ccco2)n2nc3nc(C)cc(C)c3c2n1	-28
CN1c2ncccc2C(=O)NC12CCN(C(=O)CCn1c(=O)oc3ccccc31)CC2	-5
CN(C(=O)C1CCCCC1)c1nc2c(s1)CCc1occc1-2	2
COc1cccc(C(=O)N2CC=C[C@H]2C(=O)NC2CC2)c1	7
O=C1C2CCCCC2C(=O)N1CCC(=O)N1CCCC1c1nc2ccccc2[nH]1 (stereo unspecified)	0
CCCc1nn(CC(=O)NCCCn2ccnc2)c(=O)c2cc3ccsc3n12	-10
O=C(c1ccc2c(c1)OCCO2)N1CCC(n2nc(-c3cccs3)ccc2=O)CC1	-21
Cc1cc(-c2cnc(C)nc2C2CCN(CC(=O)Nc3ccc4c(c3)OCO4)CC2)on1	-5
O=C(N1CCCC1)N1CCC[C@H]1Cn1nc(-c2ccc(F)cc2)ccc1=O	-6
Cn1ccnc1C1(O)CCN(CC(=O)N2CCN(c3ccc(F)cc3)CC2)CC1	-7
CC(C)[C@@H](Cn1nnc2ccccc21)NC(=O)c1ccc(Cn2cccn2)o1	-14
COc1ccc2c(c1)cc(C)c1nn(CC(=O)NC(C)C)c(=O)n12	7
CCn1c2cc(C)sc2c2cnn(CC(=O)N3CCc4ccccc43)c(=O)c21	-80
COc1cccc(OC)c1C(=O)N1CCC(n2nnc3ccccc3c2=O)CC1	-27
COc1cccc(CN2CCN(C(=O)c3cnn4cccnc34)[C@@H](C)C2)c1	-42
Cc1nn(C)cc1C(=O)N1CCC(c2ncncc2-c2ccncc2)CC1	0
Cc1oc(C(=O)N2CCC3(CC2)Nc2ccccc2-n2cccc23)cc1CN1CCOCC1	-60
COC(=O)[C@H]1CCc2ccccc2N1C(=O)C1CCCC1	21
O=C(Cn1nnc2ccccc21)N1C2CCC1CC(c1ccc(F)cc1)C2 (stereo unspecified)	-32
Cc1cc(-c2cnc(C)nc2C2CCN(C(=O)Nc3ccccc3F)CC2)on1	7
COCCNC(=O)Cn1nc(C)n2c(cc3sc(C)cc32)c1=O	13
COC(C(=O)NC(c1ccc(F)c(F)c1)c1nccn1C)c1ccccc1 (stereo unspecified)	16
Cn1ccnc1C1(O)CC2CCC(C1)N2C(=O)c1ccccc1-c1ccccc1 (stereo unspecified)	-51
COC(=O)[C@H]1CCc2ccccc2N1C(=O)Nc1ccc(Cl)cc1	-12
COc1ccc(C2(C(=O)N3CCC(n4nc(C5CC5)ccc4=O)CC3)CC2)cc1	-34
CS(=O)(=O)N1CCC[C@H]1Cn1nc(-c2ccc(F)cc2)ccc1=O	-17
O=C(Cn1nc(-c2nccc3ccccc23)oc1=O)N1CCCCC1	-44
O=C(NC1CC1)[C@H]1C=CCN1S(=O)(=O)c1ccccc1Cl	-4

An excerpt from above in order of the EP2 modulator value, falling:
Structure	EP2 modulator
COCCNC(=O)Cn1nc(C)n2c(cc3sc(C)cc32)c1=O	13
Cc1cc(-c2cnc(C)nc2C2CCN(C(=O)Nc3ccccc3F)CC2)on1	7
Cc1cc(-c2cnc(C)nc2C2CCN(CC(=O)Nc3ccc4c(c3)OCO4)CC2)on1	-5
Cn1ccnc1C1(O)CCN(CC(=O)N2CCN(c3ccc(F)cc3)CC2)CC1	-7
O=C(Cn1nnc2ccccc21)N1C2CCC1CC(c1ccc(F)cc1)C2 (stereo unspecified)	-32
COc1ccc(C2(C(=O)N3CCC(n4nc(C5CC5)ccc4=O)CC3)CC2)cc1	-34
CCn1c2cc(C)sc2c2cnn(CC(=O)N3CCc4ccccc43)c(=O)c21	-80

These rows are one share of the data, so the mix of outcomes need not match the whole.
